Bioassay records as filed in PubChem.
PglD DTNB = inhibitors of Campylobacter jejuni PglD acetyltransferase | purified PglD enzyme, DTNB colorimetric CoA detection | inhibition, % at 12.5 µM | hit rate 0.098% among 360,000 | AID 602405; in the data active = inhibition above about 16%, passing the limit was not always enough; note: strong numbers were not always called active
Statin myotox sup = suppression of simvastatin myotoxicity; C2C12 myotubes + simvastatin, ATP luminescence, 48 h; scaled: DMSO 0, geranylgeraniol control 100; rescue of ATP level, % at 7.49 µM; hit rate 0.78% among 330,000; AID 602340;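 active = mean ATP rescue above about 67%, or every replicate alone reaching that limit, limit read from the data, passing the limit was not always enough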;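 note: myotubes were challenged with 10 µM simvastatin during compound exposure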
* marks the source's active call; other numbers are inactive results. Not all compounds are listed; count on the stated rates, not on these rows.

Order of results – PglD DTNB, Statin myotox sup
CCOC(=O)NC(=O)/C(C#N)=N/Nc1ccc(F)cc1
  4, -7
Cc1nn(Cc2ccc(Cl)cc2Cl)c(C)c1NC(=O)c1nn(C)cc1Cl
  3, 26
COc1ccccc1NC(=O)N1CCN(c2ncccn2)CC1
  -5, 19
CCOC(=O)c1nnc(-c2ccccc2)nc1Sc1ccccc1Cl
  -2, 6
CC(C)(C)NC(=O)c1ccc2c(c1)N(CC(=O)N1CCN(c3ccccc3F)CC1)C(=O)C(C)(C)O2
  -3, 2
O=C(c1cc2c(ccc3ccccc32)oc1=O)N1CCCC1
  -3, -1
O=C(Nc1nc2ccccc2n1CCN1CCCC1)c1ccc(Cl)cc1
  -1, -9
Cc1ccccc1NC(=O)C1Cc2ccccc2C(=O)O1 (stereo unspecified)
  0, 14
O=C(Nc1ccccc1F)c1ccc2nc(N3C(=O)CCC3=O)sc2c1
  4, 8
COc1ccccc1CC(=O)N1CCN(c2cccc(C(F)(F)F)c2)CC1
  -1, 27
Nc1ccccc1SCC(=O)Nc1ccc(N2CCOCC2)cc1
  2, -6
CCOC(=O)c1sc(NS(=O)(=O)c2cc(C)ccc2C)nc1C
  -6, 6
COc1ccccc1CNc1ccc(N2CCCCC2)cc1
  -4, -38
O=C(NCc1ccccc1)NC1(C(=O)N2CCN(c3ccccc3)CC2)CCCCC1
  -1, 6
Cn1c(=O)[nH]c(=O)c2c1nc(N1CCCCCC1)n2CCN1CCCCCC1
  -1, 0

Gathered by group: the entries above with fluorine
Order of results – PglD DTNB, Statin myotox sup
CCOC(=O)NC(=O)/C(C#N)=N/Nc1ccc(F)cc1
  4, -7
CC(C)(C)NC(=O)c1ccc2c(c1)N(CC(=O)N1CCN(c3ccccc3F)CC1)C(=O)C(C)(C)O2
  -3, 2
O=C(Nc1ccccc1F)c1ccc2nc(N3C(=O)CCC3=O)sc2c1
  4, 8
COc1ccccc1CC(=O)N1CCN(c2cccc(C(F)(F)F)c2)CC1
  -1, 27

The list continues.
Order of results – PglD DTNB, Statin myotox sup
CC(C)c1ccc(CC(C)C2C3=C(CCCC3=O)OC3=C2C(=O)CCC3)cc1 (stereo unspecified)
  1, 1
Cc1ccc(-c2cc(N)n3nc(-c4ccc(C)cc4)cc3n2)cc1
  -9, -45
c1cc2c(cc1Cn1cnnn1)OCO2
  7, -5
O=C(O)COc1c(-c2ccccc2)oc2ccccc2c1=O
  10, 75*
CCOC(=O)C1CCCN(C(=O)c2cc(-c3ccc(C)cc3)on2)C1 (stereo unspecified)
  1, 3
COc1ccccc1-c1nnc(SCC(=O)N2CC(C)CC(C)C2)o1 (stereo unspecified)
  -6, 120*
COCC(=O)Nc1nc(-c2ccccc2)ns1
  7, -10
CC(C)[C@@H](C(=O)NCC1CCC(C(=O)O)CC1)n1nnc2ccccc2c1=O (stereo partly specified)
  -10, 4
COc1ccc(CCNC(=O)C2CCN(S(=O)(=O)N3CCCCCC3)CC2)cc1OC
  1, -9
CC(C)C(c1nnnn1Cc1ccco1)N1CCC(C(N)=O)CC1 (stereo unspecified)
  12, 1
Cc1ccc(C(NC(N)=O)c2ccccc2C)cc1 (stereo unspecified)
  -4, 3
O=C1CN(C(=O)c2ccc(Br)o2)C(c2ccc(F)cc2)c2cc(Cl)ccc2N1 (stereo unspecified)
  6, 32
C=C(C)C1CCC(C)=C1COC(=O)Nc1ccccc1 (stereo unspecified)
  -6, 7
CN1CCN(S(=O)(=O)c2ccc(-c3ccc(Cl)cc3)cc2)CC1
  -3, 3
CCOC(=O)CCn1c(CC(=O)OCC)nc2ccccc21
  -1, 10

Single records, as listed above.
`CN1CCN(S(=O)(=O)c2ccc(-c3ccc(Cl)cc3)cc2)CC1` is entered as PglD DTNB: -3; Statin myotox sup: 3
`CCOC(=O)CCn1c(CC(=O)OCC)nc2ccccc21` is entered as PglD DTNB: -1; Statin myotox sup: 10
`CC(C)c1ccc(CC(C)C2C3=C(CCCC3=O)OC3=C2C(=O)CCC3)cc1` (stereo unspecified) is entered as PglD DTNB: 1; Statin myotox sup: 1

Next part.
Order of results – PglD DTNB, Statin myotox sup
O=C(Nc1ccccc1)NC1(C(=O)NCc2ccco2)CCCCC1
  1, 4
CN(CC(=O)NCc1ccc2c(c1)OCO2)S(=O)(=O)c1ccc(Br)s1
  13, 11
CCC1=Nc2cc(C(=O)NCCCOC)ccc2Sc2ccccc21
  2, -69
COc1ccc(OC)c(N(CC(=O)Nc2cccnc2)S(C)(=O)=O)c1
  4, -9
CCOC(=O)c1cc2ccccc2n1CCN(CC)CC
  5, 19
CCOc1ccccc1NS(=O)(=O)c1c(C)noc1C
  0, -12
COc1ccc(C(=O)C(C)N(C(=O)c2ccc(Cl)cc2Cl)N2C(=O)C3C4C=CC(C4)C3C2=O)cc1 (stereo unspecified)
  -6, -11
Brc1ccc(Oc2ncc(CN3CCN(c4ccccc4)CC3)s2)cc1
  3, 40
O=C(CNC(=O)c1ccco1)OCC(=O)c1ccc2c(c1)CCCC2
  1, -4
Cc1ccc(Nc2nc3c([nH]2)c(=O)[nH]c(=O)n3C)cc1
  3, -9
O=C(C1CCCN(Cc2ccccc2Br)C1)N1CCCCC1 (stereo unspecified)
  -5, -7
C/C(Cn1nc([N+](=O)[O-])cc1C)=N\NC(=O)c1ccc(O)cc1O
  1, -10
Cc1ccc(NC2OC(C(O)CO)C(O)C2O)cc1[N+](=O)[O-] (stereo unspecified)
  13, 5
C#CC(C)(C)NC(=O)c1ccccc1OC
  2, 3
Cc1nn(C(=O)N2CCOCC2)c(C)c1CN1C(=O)c2ccccc2C1=O
  -3, 10

An excerpt from above in order of the PglD DTNB value, lowest first:
SMILES,PglD DTNB
Cc1nn(C(=O)N2CCOCC2)c(C)c1CN1C(=O)c2ccccc2C1=O,-3
O=C(Nc1ccccc1)NC1(C(=O)NCc2ccco2)CCCCC1,1
COc1ccc(OC)c(N(CC(=O)Nc2cccnc2)S(C)(=O)=O)c1,4

Continuation.
Order of results – PglD DTNB, Statin myotox sup
COc1ccc(C(C)=O)c(Oc2nc(CN3CCOCC3)nc3scc(-c4cccs4)c23)c1
  -1, -12
COc1ccc(C)cc1NC(=O)CCS(=O)(=O)c1cccc2nonc12
  -22, 2
CCSc1nc2c(c(=O)[nH]1)C(c1cccnc1)C(C(=O)OC(C)C)=C(C)N2 (stereo unspecified)
  -2, -14
Nc1c(-c2ccc(F)cc2)cnc2ncnn12
  4, 9
COc1ccc(C2NC(=O)CS2)cc1 (stereo unspecified)
  12, 0
Cc1c(Br)c([N+](=O)[O-])nn1CC(=O)N1CCCc2ccccc21
  -2, 7
c1ccc(-c2nn3c(-c4ccco4)nnc3s2)nc1
  5, 5
Cc1ccc(CN2C(=O)CSc3ccc(C(=O)NCCN4CCOCC4)cc32)cc1
  18, 7
O=C(CNS(=O)(=O)c1cccs1)Nc1ccc2c(c1)OCCO2
  3, 3
C=C(Cl)COC(=O)C1C2C=CC(C2)C1C(=O)O (stereo unspecified)
  -2, 2
Cc1cccc(-c2c3c(=O)n(C)c(=O)n(C)c3cn2-c2ccc(O)cc2)c1
  -2, -4
O=C(C1=C(O)C(=O)N(Cc2ccccc2)C1c1ccco1)c1ccco1 (stereo unspecified)
  4, -4
COc1ccc(C2C(C#N)=C3NC(=O)c4c(sc5c4CCCCC5)N3C3=C2C(=O)CC(C)(C)C3)cc1 (stereo unspecified)
  3, -3
CC(=O)Nc1c(C(=O)N2CCCCCC2)cnn1-c1ccccc1
  0, 10
Cc1ccc(CNC(=O)c2ccccc2NC(=O)CSc2nnnn2C)cc1
  5, 12
Nc1cc(Cl)ccc1Oc1ccccc1
  7, -1
O=C(Cc1ccccc1)Nc1ccc(NC(=O)C2CC2)nc1
  4, -70
Cc1nn(-c2ccccc2)c2sc(C(=O)N(Cc3ccco3)C(C)C(=O)NC(C)(C)C)cc12 (stereo unspecified)
  1, -5
CCOC(=O)C1CCCN(Cc2nc(N)nc(Nc3ccccc3)n2)C1 (stereo unspecified)
  1, 11
O=C1c2oc3ccc(Br)cc3c(=O)c2C(c2cccc(F)c2)N1CCO (stereo unspecified)
  5, 5
CCCC12CN3CC(C)(CN(C1)C3c1ccc(OC(C)C)cc1)C2=O (stereo unspecified)
  -3, 1
Cc1cc(C)nc(SCc2nc3nc(C)cc(C)n3c2Br)n1
  0, -7
O=C(CSc1nnc(-c2ccccc2)c(-c2ccccc2)n1)N1CCc2ccccc21
  0, 26
CC1CCCCN1C(=O)CSc1nc(C2CC2)nc2c1cnn2-c1ccccc1 (stereo unspecified)
  5, -46
CCOCCCNC(=O)CCSc1ccc(C)cc1
  6, -6
CCCOc1ccccc1C1CC(=O)NC(C)=C1C(=O)OCC(C)C (stereo unspecified)
  3, 11
Cc1ccc(NC(=O)c2ccc(CN3CCc4ccccc4C3)cc2)cc1
  -16, -14
O=C(O)c1n[nH]c2c1CCCCC2
  -3, -13
CCOC(=O)N1CCN(S(=O)(=O)Cc2ccccc2)CC1
  -1, -12
CSCCC1NC2(C(=O)Nc3c(C)cc(Cl)cc32)[C@@H]2C(=O)N(C3CCCC3)C(=O)[C@H]12 (stereo partly specified)
  8, 29

Next section.
Molecule,PglD DTNB,Statin myotox sup
COC(=O)C1=C(C)Nc2ncnn2C1c1ccco1 (stereo unspecified),5,-2
Cc1cccc(S(=O)(=O)CC(=O)Nc2nc(-c3ccccc3)cs2)c1,-2,-24
COc1cccc(C(=O)Oc2c(CN3CCOCC3)cc(Cl)c3cccnc23)c1,2,-6
Cc1ccccc1NC(=O)/C(=C/c1ccco1)c1ccccc1,-3,2
CC(c1ccccc1)n1c(-c2ccncc2)n[nH]c1=S (stereo unspecified),1,-7
N#Cc1nc(-c2ccc(OCc3ccccc3)cc2)oc1NCc1cccnc1,-7,1
CN(C)c1ccc(C(c2nnnn2CCOC(=O)Nc2ccc(Cl)cc2)N2CCOCC2)cc1 (stereo unspecified),2,1
NC(=O)Nc1ccccc1C(=O)NCCc1ccccc1,-1,-2
Clc1ccc(-n2nnnc2CN2CCOCC2)cc1,-3,13
N#Cc1ccccc1CSc1nc(O)cc(=O)[nH]1,6,-5
CCN1C(=O)/C(=C\N(C)C)c2ccccc21,-4,2
O=C(NCc1ccccc1F)c1cccs1,-6,14
CCCC1(c2ccccc2)NC(=O)N(CC(=O)c2[nH]c(C)c(C(=O)OCC)c2C)C1=O (stereo unspecified),10,-12
Cc1cc(OCC(=O)N2CCOCC2)ccc1NC(=O)C1CCCCC1,-1,3
C=CCn1c(SCn2nnc3ccccc3c2=O)nnc1-c1ccc(F)cc1,-2,13
CC(=O)Nc1ccc(NC(=O)c2sc3nc4c(c(-c5ccc(C)cc5)c3c2N)CCC4)cc1,-1,-64
CN(C)S(=O)(=O)c1ccc(S(=O)(=O)N(CC(=O)Nc2ccccc2)CC2CCCO2)cc1 (stereo unspecified),-5,85*
Cc1ccc2c(CC(=O)OCc3nc(N)nc(Nc4ccccc4C)n3)coc2c1,-5,15
CCCC(=O)Nc1nnc(SCC(=O)NCc2cccs2)s1,9,4
CC(C)Cc1ccc(S(=O)(=O)N2CCCC2)cc1,-4,-8
CC(=O)Nc1ccc2nc(-c3ccncc3)[nH]c2c1,-4,11
CC1Cc2ccccc2N1C(=O)C12CCC(C)(C(=O)C1)C2(C)C (stereo unspecified),1,-10
CCc1ccc2oc(=O)cc(CN3CCOCC3)c2c1,-3,1
CCCc1cc(=O)[nH]c(SCC(=O)N(C)Cc2ccccc2)n1,-1,6
CCOC(=O)C1Oc2ccccc2C(C(=O)OC)=C1C(=O)OC (stereo unspecified),-1,7
O=C(CSc1nc2ccccc2nc1SCC(=O)N1CCCCC1)N1CCCCC1,-2,-6
Cc1nnc(SCCC(C)C)[nH]c1=O,-5,-2
COc1ccc(C2NC(=O)c3sc4nc(C)c(C(C)=O)c(-c5ccc(Cl)cc5)c4c3N2)cc1 (stereo unspecified),-1,3
c1cncc(C(c2nnnn2C2CCCC2)N2CCN(Cc3ccc4c(c3)OCO4)CC2)c1 (stereo unspecified),4,9
COc1ccc(NC(=O)N(C2CCCCC2)C(C)c2ccco2)c(OC)c1 (stereo unspecified),-2,-22
CCCC(=O)Nc1ccc(Br)cn1,-5,-4
Cc1ccc(C(=O)C2=C(O)C(=O)N(c3ncccn3)C2c2ccc(Cl)cc2)o1 (stereo unspecified),6,-1
COc1ccc(O)c(C=Nc2cc(C)on2)c1,5,-11
CCN(CCCNC(=O)C1CCN(S(=O)(=O)N2CCC3(CC2)OCCO3)CC1)c1ccccc1,-2,-3
NC(=O)c1ccccc1OCC(=O)NS(=O)(=O)c1ccc(Cl)cc1,5,-7
COCCCNC(=O)c1ccccc1NS(C)(=O)=O,8,-6
COC(=O)C1CCN(C(=O)c2ccc(NC(C)=O)cc2)CC1,-6,-1
CC1CCN(C(c2ccc(N(C)C)cc2)c2nnnn2Cc2ccc(F)cc2)CC1 (stereo unspecified),-7,7
O=C(Cn1cnc2cc([N+](=O)[O-])ccc2c1=O)Nc1ccc2c(c1)CCC2,1,-2
CCNCCNC(=O)c1c(O)c2cccc3c2n(c1=O)CCC3,22*,-5
N#Cc1ccccc1Sc1ccccc1C(=O)N1CCOCC1,5,-63
Cn1nc([N+](=O)[O-])nc1N1CCOCC1,21*,9
Cc1cccc(NC(=O)c2onc3c2CCCC3)c1C,-4,73*
